# Screening data (PubChem BioAssay)
# Pf Dd2 growth: blocks growth of Plasmodium falciparum Dd2 parasites | P. falciparum Dd2 growth, SYBR Green, 72 h; hits give low values | hit rate 2.3% among 94,000 | activity change, % at 10 µM; in the data active = activity change below about -80%
# C diff HTS: C. difficile growth inhibition; Clostridium difficile clinical isolate growth, OD600, 24 h; hits give low values; growth activity, negative = inhibition, % at 16 µg/mL (by protocol); hit rate 0.25% among 86,000; AID 1259249;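 active = mean growth activity at or below -80% and every replicate also at or below -80%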;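 note: 0% = DMSO wells and -100% = levofloxacin 16 µg/mL wells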
# KDM4C inh: KDM4C (human) demethylase inhibition | Q9H3R0 | GST-KDM4C 2-372, H3K9me3 peptide, LANCE TR-FRET | inhibition, % at 12.5 µM | hit rate 0.15% among 96,000 | AID 720574;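 active = mean replicate inhibition above about 25%, with at least 55% of replicates also reaching it, limit read from the data, passing the limit was not always enough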
# Target sequence (Q9H3R0 2-372 limits assumed): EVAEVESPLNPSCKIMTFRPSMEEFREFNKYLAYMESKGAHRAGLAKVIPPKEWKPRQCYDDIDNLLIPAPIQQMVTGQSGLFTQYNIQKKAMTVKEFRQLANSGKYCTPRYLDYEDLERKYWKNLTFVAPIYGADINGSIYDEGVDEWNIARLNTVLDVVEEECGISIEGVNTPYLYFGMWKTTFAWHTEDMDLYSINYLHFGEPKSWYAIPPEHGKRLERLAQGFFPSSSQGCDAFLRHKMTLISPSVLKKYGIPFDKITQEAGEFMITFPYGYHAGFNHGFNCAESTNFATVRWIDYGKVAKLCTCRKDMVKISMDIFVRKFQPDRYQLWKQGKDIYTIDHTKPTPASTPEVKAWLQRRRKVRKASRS
#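 Test system: N-terminal GST-fused human GASC-1 (KDM4C) fragment, residues 2-372; quantity: GASC-1 enzyme at 10 nM final in reaction; dosing: single dose; schedule: 30 min demethylation and 1 h detection at room temperature; signal: LANCE TR-FRET, excitation 340 nm, emissions 618 and 671 nm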
# T cruzi growth: T. cruzi proliferation inhibition; T. cruzi beta-gal in NIH3T3, GalScreen luminescence, 90 h; hit rate 5.9% among 77,000; inhibition, % at 8.34 µM;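 active = mean inhibition above about 93%, with at least 55% of replicates each passing it, limit read from the data, passing the limit was not always enough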
# The depositor's hits bear a star; . = no result given; & = joins results of further samples.
SMILES,Pf Dd2 growth,C diff HTS,KDM4C inh,T cruzi growth
COC(=O)C[C@@H]1C[C@H]2c3cc(NC(=O)c4cccnc4)ccc3O[C@H]2[C@H](CO)O1,6,0,-0.4,-20
CNC[C@@H]1Oc2cc(C#CC(C)C)ccc2S(=O)(=O)N([C@@H](C)CO)C[C@H]1C,-27,-1,1.3,26
CN(C)CC(=O)N1[C@H](C#N)[C@H](c2ccccc2-c2ccccc2F)[C@@H]1CO,-20,1,-1.2,.
O=C(C[C@@H]1CC[C@H]2[C@@H](COC[C@H](O)CN2Cc2cc(F)ccc2F)O1)N[C@H]1CCN(Cc2ccccc2)C1,-13,-5&-10,2.1,77
CO[C@@H]1CN(C)C(=O)c2ccc(NC(=O)C3CCCC3)cc2OC[C@@H](C)N(C(=O)c2ccccc2)C[C@H]1C,.,.,3.1,15
O=C(C[C@H]1CC[C@@H](NS(=O)(=O)c2ccc(F)cc2)[C@H](CO)O1)NCc1ccncn1,13,0,0.0,-12
CO[C@H]1CN(C)C(=O)c2cc(NC(=O)c3cnccn3)ccc2OC[C@H](C)N(CC2CC2)C[C@@H]1C,16,2,-1.2,.
C[C@H](CO)N1C[C@H](C)[C@H](CN(C)C(=O)C2CC2)Oc2ncc(C#Cc3ccccc3F)cc2C1=O,12,.,-0.1,5
CN1CCCCN2[C@@H](CO)[C@H](c3ccc(-c4ccc(F)cc4)cc3)[C@@H]2C1,17,-4,-1.2,19
C[C@H](CO)N1C[C@H](C)[C@@H](CN(C)C(=O)Nc2ccc(F)cc2)Oc2c(NC(=O)c3nc4ccccc4s3)cccc2C1=O,4,0,0.4,-75

# Single entries from the entries so far.
# Reading of C[C@H](CO)N1C[C@H](C)[C@H](CN(C)C(=O)C2CC2)Oc2ncc(C#Cc3ccccc3F)cc2C1=O in Pf Dd2 growth: 12
# Reading of CNC[C@@H]1Oc2cc(C#CC(C)C)ccc2S(=O)(=O)N([C@@H](C)CO)C[C@H]1C in T cruzi growth: 26

# The list continues.
SMILES,Pf Dd2 growth,C diff HTS,KDM4C inh,T cruzi growth
C[C@H]1CN([C@@H](C)CO)C(=O)c2cc(C3=CCCCC3)cnc2O[C@@H]1CN(C)C(=O)c1ccncc1,3,-5,-2.1,56
C[C@@H]1CN([C@H](C)CO)C(=O)Cc2cc(NC(=O)Nc3cccc4ccccc34)ccc2O[C@@H]1CN(C)Cc1ccc(Oc2ccccc2)cc1,15,2,-2.6,82
C[C@H]1CN([C@@H](C)CO)C(=O)c2cccc(NC(=O)Nc3ccc(F)cc3)c2O[C@H]1CN(C)C(=O)NC1CCCCC1,9,16,-1.2,76
Cc1noc(C)c1S(=O)(=O)Nc1ccc2c(c1)C(=O)N([C@@H](C)CO)C[C@H](C)[C@H](CN(C)Cc1ccc3c(c1)OCO3)OCCCC[C@H](C)O2,-62,3,0.3,-5
C[C@@H]1CN([C@H](C)CO)C(=O)c2cc(N(C)C)ccc2O[C@@H](C)CCCCO[C@@H]1CN(C)C(=O)Nc1cccc2ccccc12,-76,-1,-3.7,59
COc1ccc(CN2[C@@H]3CNc4ccccc4[C@@H]3[C@@H]2CO)cc1,8,5,-1.0,-1
COc1ccc(S(=O)(=O)Nc2ccc3c(c2)CC(=O)N([C@@H](C)CO)C[C@@H](C)[C@@H](CN(C)Cc2ccc(-c4ccccc4)cc2)O3)cc1,8,15,-2.9,37
COc1ccc(S(=O)(=O)N(C)C[C@H]2Oc3c(NC(=O)c4nc5ccccc5s4)cccc3C(=O)N([C@@H](C)CO)C[C@@H]2C)cc1,-71,6,-1.7,13
CCCN(C)C[C@H]1Oc2ncc(C#CC3CCCCC3)cc2C(=O)N([C@H](C)CO)C[C@@H]1C,-41,17,-0.5,.
COc1ccc(S(=O)(=O)Nc2ccc3c(c2)C(=O)N([C@@H](C)CO)C[C@@H](C)[C@H](CN(C)Cc2ccncc2)OCCCC[C@@H](C)O3)cc1,25,-3,-1.5,103
C[C@H]1CN([C@@H](C)CO)S(=O)(=O)c2ccc(C#Cc3cccc(F)c3)cc2O[C@H]1CN(C)C(=O)CN1CCOCC1,-46,7,1.6,42
COc1ccc(NC(=O)Nc2ccc3c(c2)C(=O)N([C@@H](C)CO)C[C@H](C)[C@H](CN(C)Cc2ccncc2)OCCCC[C@H](C)O3)cc1,-45,0,0.7,94
CC(=O)N1[C@@H]2c3ccc(-c4cccnc4)c(=O)n3C[C@H]1[C@H](CO)[C@H]2C(=O)NC1Cc2ccccc2C1,10,-1,5.3,75
CCNC(=O)C[C@H]1CC[C@@H]2[C@H](COC[C@H](O)CN2C(=O)C2CCOCC2)O1,.,1&-11,0.7,-33
COc1cccc(CNC(=O)C[C@@H]2CC[C@@H]3[C@H](COc4ccc(NS(=O)(=O)c5ccccc5F)cc4C(=O)N3C)O2)c1,6,-20,-0.2,-5
CCC(=O)N(C)C[C@@H]1Oc2ncc(-c3ccccc3F)cc2C(=O)N([C@H](C)CO)C[C@H]1C,29,-2,0.5,9
C[C@H]1CN([C@@H](C)CO)C(=O)c2cccc(NS(=O)(=O)c3cccs3)c2O[C@H]1CN(C)S(=O)(=O)c1ccc(Cl)cc1,-13,7,1.8,37
CNC[C@@H]1OCCCC[C@H](C)Oc2ccc(NC(=O)Nc3c(C)noc3C)cc2C(=O)N([C@H](C)CO)C[C@@H]1C,43,-2,1.4,-10
C[C@H]1CN([C@@H](C)CO)C(=O)c2cc(NS(=O)(=O)c3ccc(F)cc3)ccc2O[C@@H]1CN(C)Cc1ccccc1,7,-5,-1.1,16
O=C(N[C@H]1CC[C@H](CC(=O)N2CCc3ccccc3C2)O[C@@H]1CO)C1CC1,15,2,-2.1,.
COc1ccc(CNC(=O)C[C@@H]2C[C@H]3c4cc(NS(C)(=O)=O)ccc4O[C@H]3[C@H](CO)O2)cc1,9,1,-1.7,20
C/C=C/c1cnc2c(c1)C(=O)N([C@@H](C)CO)C[C@H](C)[C@H](CN(C)C(=O)CN1CCOCC1)O2,-2,4,0.0,62
C[C@H]1CN([C@@H](C)CO)C(=O)c2cc(NC(=O)CCCCCC(=O)Nc3ccccc3N)ccc2O[C@H]1CN(C)S(=O)(=O)c1ccccc1,-63,2,2.3,.
Cc1cccc(-c2ccc([C@H]3[C@H]4CN(C(=O)c5cccnc5)CC(=O)N4[C@H]3CO)cc2)c1,-1,0,3.5,.
CCCN1[C@@H]2c3ccc(/C=C/c4ccccc4)c(=O)n3C[C@@H]2[C@@H](CO)[C@@H]1C(=O)NCC,-9,12,5.9,26
O=C(c1cnccn1)N1CC(=O)N2[C@H](CO)[C@@H](c3ccc(C#CC4CCCC4)cc3)[C@H]2C1,-8,-10,1.6,.
CCCC#Cc1ccc([C@@H]2[C@@H](CO)N3CCCCN(S(=O)(=O)Cc4ccccc4)C[C@@H]23)cc1,-14,34,-2.0,84
C[C@@H]1CN([C@@H](C)CO)C(=O)Cc2cc(NC(=O)Nc3ccc(C(F)(F)F)cc3)ccc2O[C@@H]1CN(C)Cc1ccccc1,-5,3,0.6,38
COc1ccc(NC(=O)Nc2ccc3c(c2)C(=O)N([C@H](C)CO)C[C@H](C)[C@H](CN(C)S(=O)(=O)c2ccc(Cl)cc2)OCCCC[C@H](C)O3)cc1,-61,2,-0.4,115*
C[C@H]1CN([C@@H](C)CO)C(=O)Cc2cc(NC(=O)Cc3ccccc3)ccc2O[C@H]1CN(C)S(C)(=O)=O,8,2,3.6,56
COc1ccc(NC(=O)Nc2ccc3c(c2)C(=O)N([C@@H](C)CO)C[C@H](C)[C@@H](CN(C)S(=O)(=O)c2ccc(Cl)cc2)OCCCC[C@H](C)O3)cc1,-75,-2,-1.7,113*
CO[C@H]1CN(C)C(=O)c2cc(NC(=O)Nc3ccccc3F)ccc2OC[C@H](C)N(Cc2ccccc2C(=O)O)C[C@H]1C,21,.,-2.1,.
COc1ccccc1C#Cc1ccc2c(c1)[C@H]1[C@H](CCN1C(=O)c1ccncc1)[C@H](CO)N2,-52,-100*,.,66
Cc1ccc(OC(=O)N(C)C[C@@H]2OCc3ccccc3-c3ccccc3C(=O)N([C@H](C)CO)C[C@@H]2C)cc1,-12,.,8.1,-25
O=C(C[C@H]1CC[C@H](NC(=O)C2CCOCC2)[C@H](CO)O1)NCC1CCCCC1,-2,1,3.4,31
O=C(Nc1ccccc1)N[C@H]1CC[C@H](CCNC(=O)c2ccccc2F)O[C@H]1CO,-27,13,-1.1,23
COc1ccc(S(=O)(=O)Nc2ccc3c(c2)C(=O)N([C@H](C)CO)C[C@@H](C)[C@@H](CN(C)S(=O)(=O)c2c(C)noc2C)O3)cc1,8,-4,3.0,-76
CC(=O)N1[C@@H](CO)[C@@H](c2ccc(C3=CCCC3)cc2)[C@@H]1CNC(=O)CN(C)C,8,-3,1.7,79
CCCNC(=O)N(C)C[C@@H]1Oc2ncc(-c3ccc(OC)cc3)cc2C(=O)N([C@@H](C)CO)C[C@@H]1C,30,3,7.1,2
CCC(=O)Nc1ccc2c(c1)OC[C@@H](C)N(Cc1ccncc1)C[C@@H](C)[C@H](OC)CN(C)C2=O,18,.,0.5,31

# Entries of single compounds from above. Order of values: Pf Dd2 growth	C diff HTS	KDM4C inh	T cruzi growth
# `O=C(Nc1ccccc1)N[C@H]1CC[C@H](CCNC(=O)c2ccccc2F)O[C@H]1CO` is listed with -27	13	-1.1	23
# `O=C(C[C@H]1CC[C@H](NC(=O)C2CCOCC2)[C@H](CO)O1)NCC1CCCCC1` is listed with -2	1	3.4	31
# `CC(=O)N1[C@@H](CO)[C@@H](c2ccc(C3=CCCC3)cc2)[C@@H]1CNC(=O)CN(C)C` is listed with 8	-3	1.7	79

# Arranged by the number under Pf Dd2 growth (rising): five from the list above
canonical_smiles	Pf Dd2 growth
COc1ccc(NC(=O)Nc2ccc3c(c2)C(=O)N([C@@H](C)CO)C[C@H](C)[C@@H](CN(C)S(=O)(=O)c2ccc(Cl)cc2)OCCCC[C@H](C)O3)cc1	-75
O=C(Nc1ccccc1)N[C@H]1CC[C@H](CCNC(=O)c2ccccc2F)O[C@H]1CO	-27
Cc1ccc(OC(=O)N(C)C[C@@H]2OCc3ccccc3-c3ccccc3C(=O)N([C@H](C)CO)C[C@@H]2C)cc1	-12
CC(=O)N1[C@@H](CO)[C@@H](c2ccc(C3=CCCC3)cc2)[C@@H]1CNC(=O)CN(C)C	8
CCC(=O)Nc1ccc2c(c1)OC[C@@H](C)N(Cc1ccncc1)C[C@@H](C)[C@H](OC)CN(C)C2=O	18

# Continued.
SMILES,Pf Dd2 growth,C diff HTS,KDM4C inh,T cruzi growth
CCC(=O)Nc1ccc2c(c1)OC[C@@H](C)N(C(=O)CN1CCOCC1)C[C@@H](C)[C@H](OC)CN(C)C2=O,.,0,0.7,92
CN1C(=O)c2cc(NS(=O)(=O)CC(F)(F)F)ccc2OC[C@H]2O[C@@H](CC(=O)NCC3CCCCC3)CC[C@@H]21,-7,14,0.4,-5
COc1ccc2c3c(n(C)c2c1)[C@H](CO)N(C(=O)CN(C)C)CC31CN(S(C)(=O)=O)C1,34,-5,0.5,.
CCN(C[C@@H]1[C@@H](c2ccccc2)[C@@H](CO)N1C(C)=O)C(=O)c1ccccn1,10,15,-2.8,86
CCCC(=O)Nc1ccc2c(c1)OC[C@H](C)N(Cc1cccc(F)c1)C[C@H](C)[C@H](OC)CN(C)C2=O,-53,.,0.0,48
C[C@H](CO)N1C[C@H](C)[C@H](CN(C)S(=O)(=O)c2ccc(C#N)cc2)Oc2ncc(C#CCN(C)C)cc2C1=O,24,-4,4.1,-23
CNC[C@@H]1OCCCC[C@H](C)Oc2ccc(NC(=O)CCC(F)(F)F)cc2C(=O)N([C@@H](C)CO)C[C@H]1C,11,1,-1.5,54
O=C(C[C@@H]1CC[C@H]2[C@@H](COC[C@@H](O)CN2CC2CCCCC2)O1)NCc1ccc(F)cc1,.,-9&-9,-6.5,81
CC(C)NC(=O)N(C)C[C@H]1Oc2ncc(-c3ccc(C(=O)N(C)C)cc3)cc2C(=O)N([C@@H](C)CO)C[C@@H]1C,9,-6,1.6,49
C[C@@H]1CN([C@@H](C)CO)C(=O)c2cc(C#CC(C)(C)O)cnc2O[C@H]1CN(C)C(=O)CC1CC1,19,1,-1.3,15
C[C@@H]1CCCCO[C@@H](CN(C)Cc2ccncc2)[C@H](C)CN([C@H](C)CO)C(=O)c2cc(NC(=O)Nc3ccc(C(F)(F)F)cc3)ccc2O1,-23,16,-0.2,88
Cc1noc(C)c1NC(=O)Nc1ccc2c(c1)C(=O)N([C@H](C)CO)C[C@H](C)[C@H](CN(C)C(=O)Nc1c(C)noc1C)OCCCC[C@@H](C)O2,5,4,0.2,32
O=C1CNC[C@@H]2[C@H](c3ccc(C#CC4CCCC4)cc3)[C@@H](CO)N12,13,0,0.1,.
N#C[C@@H]1[C@H](c2ccccc2-c2ccccc2F)[C@@H](CO)N1C(=O)C1CCOCC1,-6,7,-0.7,.
C[C@H]1CN([C@@H](C)CO)C(=O)Cc2cc(NC(=O)Nc3ccc(F)cc3)ccc2O[C@@H]1CN(C)Cc1ccccc1,-41,-1,-2.3,-5
CO[C@H]1CN(C)C(=O)c2ccc(NC(=O)c3ccccc3F)cc2OC[C@H](C)NC[C@H]1C,24,.,-0.3,-18
CC(C)CC#Cc1cnc2c(c1)C(=O)N([C@@H](C)CO)C[C@@H](C)[C@H](CN(C)S(C)(=O)=O)O2,-13,-7,0.6,41
